# IMP-1 inh: blocks Pseudomonas aeruginosa IMP-1 metallo-beta-lactamase; 290,000 tested, 0.45% active; AID 1556; inhibition, % at 5.6 µM; purified IMP-1, nitrocefin hydrolysis, epi-absorbance fluorescence;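 active = inhibition above the mean plus 3 SD of all compounds in the same screening run, cut at about 4.5% in these data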;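 note: 0% = IMP-1 with DMSO and 100% = DMSO wells lacking enzyme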
#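 Assay system: purified IMP-1; Quantity: IMP-1 0.2 nM before substrate addition; Medium: HEPES buffer pH 7.1 with ZnSO4 and Brij 35; Incubation: 15 min enzyme–compound preincubation, then 25 min nitrocefin reaction, 25 °C; Signal: fluorescence quenching readout, ex 480/em 530 nm; Controls: DMSO with and without IMP-1; Repeats: singlicate testing.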
# MEKK2wt PB1 HTS: raises or lowers MEK5 binding to wildtype human MEKK2 PB1 domain; bead flow cytometry, Alexa488-MEK5 binding to MEKK2 WT; actives lie on both sides; binding response (% of control), % at 10 µM; AID 1531; Q9Y2U5; 290,000 tested, 1.1% active; in the data active = binding response below about 67% or above about 130%
# VIM-2 inh: blocks Pseudomonas aeruginosa VIM-2 metallo-beta-lactamase; purified VIM-2, nitrocefin hydrolysis, epi-absorbance fluorescence; 290,000 tested, 0.89% active; AID 1527; inhibition, % at 5.6 µM;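 active = inhibition above the mean of all tested compounds plus 3 SD, cutoff set per screening run, cut at about 7.5% in these data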;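 note: red hydrolysis product quenches plate fluorescence so inhibitors raise well fluorescence; 0% = enzyme with DMSO and 100% = DMSO without enzyme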
# HCV NS3 hel inh: blocks Hepatitis C virus NS3 helicase unwinding; inhibition, % at 10.9 µM; NS3 helicase DNA unwinding, Cy5 molecular beacon fluorescence; 290,000 tested, 0.56% active; AID 1800;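 active = inhibition above the mean of all tested compounds plus 3 SD, set per campaign, cut at about 35% in these data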;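 note: 0% = DMSO wells and 100% = thioflavine S control wells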
#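 Material: hepatitis C virus NS3 helicase domain fragment enzyme; measured by: Cy5 fluorescence, 0 and 60 min reads; control set: DMSO and thioflavine S; incubation: 60 min unwinding reaction at 25 °C after ATP addition; read-out basis: % inhibition from 60/0 min fluorescence ratio, DMSO 0%, thioflavine S 100%; repeats: singlicate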
# M18AAP inhibitor: blocks P. falciparum M18 aspartyl aminopeptidase. recombinant PfM18AAP, H-Glu-NHMec fluorogenic cleavage. inhibition, % at 7.35 µM. 290,000 tested, 1.2% active. AID 1822;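 active = inhibition above the campaign mean inhibition over all tested compounds plus 3 SD, cut at about 28% in these data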;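 note: 0% = plate median of test compound wells and 100% = 2 mM ZnCl2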
# UBC9 SUMO inh: inhibitors of human SUMOylation (UBC9) | HTRF SUMOylation assay, SAE1/SAE2 + UBC9, in vitro | inhibition, % at 35 µM | 290,000 tested, 0.36% active; in the data active = inhibition above about 50%, passing the limit was not always enough; note: strong numbers were not always called active
# Target sequence (P63279 whole entry, looked up): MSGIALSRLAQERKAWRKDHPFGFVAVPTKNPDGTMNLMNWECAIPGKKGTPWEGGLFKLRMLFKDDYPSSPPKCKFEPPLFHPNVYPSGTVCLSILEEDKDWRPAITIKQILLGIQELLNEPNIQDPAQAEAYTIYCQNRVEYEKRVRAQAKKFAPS
# NALP1 inh: NALP1 inhibition. S. cerevisiae NALP1/ASC/caspase-1 growth, X-gal OD620, 72 h. inhibition, % at 10 µM. 280,000 tested, 0.61% active. AID 2071; in the data active = inhibition mostly above about 24%, no sharp cut-off; inactive = mostly below about 32%; note: some compounds called inactive have numbers as strong as hits
# MEKK2 mut-MEK5: signal of MEK5 binding to mutant human MEKK2 PB1 domain; bead flow cytometry, Alexa488-MEK5 binding to MEKK2 mutant; percent response, % at 10 µM; 290,000 tested, 0.35% active; AID 1530; in the data active = percent response above about 24%, passing the limit was not always enough; note: inactives centre near 1; some results filed as inactive read as strong as hits
# DNA FID counter: displaces DNA intercalator in HCV helicase counter-screen; inhibition, % at 7.9 µM; DNA fluorescent intercalator displacement, fluorescence; 290,000 tested, 0.17% active; in the data active = inhibition above about 37%;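 note: 0% = vehicle and 100% = reference compound; higher means more ethidium bromide displaced from hairpin DNA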
# Active calls of the source: *; nt = no result given; & = joins results of further samples.
SMILES,IMP-1 inh,MEKK2wt PB1 HTS,VIM-2 inh,HCV NS3 hel inh,M18AAP inhibitor,UBC9 SUMO inh,NALP1 inh,MEKK2 mut-MEK5,DNA FID counter
O=C1NC(=O)/C(=C/c2ccccc2Oc2ccc(Cl)cc2)S1,-3.5,108,0.1,19,-13,16,25,3,-6
FC(F)(F)c1nnc2c(Sc3ccc(Cl)cc3)nc3ccccc3n12,-2.5,79,-0.3,11,-17,21,4,-7,-8
O=C(N/N=C/c1cccc(OCc2ccccc2)c1)c1ccc(Br)cc1,-2.3,100,-4.3,-7,4,6,13,-1,-3
Cc1cccc(C(=O)NCC(=O)NC2CCN(Cc3ccccc3)CC2)c1,-3.1,112,-2.0,-5,-4,-9,8,5,3
O=S(=O)(c1ccc(Cl)cc1)N1CCc2ccccc21,4.2,66,1.4,8,12,-5,20,46*,-13
CC(=O)c1c(C)[nH]c(C(=O)N2c3ccccc3CC2C)c1C (stereo not drawn),-1.7,100,2.5,-7,-6,9,10,-6,-15
CCN(CC)S(=O)(=O)c1cccc(NC(=O)CCNC(=O)c2ccc([N+](=O)[O-])cc2)c1,-2.7,79,-3.3,2,0,8,nt,-28,-7
CCOc1ccc(NS(=O)(=O)c2ccc3[nH]cc(C(=O)NCC4CCCO4)c(=O)c3c2)cc1 (stereo not drawn),-2.7,94&97,-3.7,-5,2,10,-5,-4&1,17
CN1CCN(c2ccncc2S(=O)(=O)N2CCCCC2)CC1,-2.2,114,-0.7,-2,0,24,18,9,-6
O=C(c1ccc(N2CCCC2=O)cc1)N1CCN(c2ccc(Cl)cc2)CC1,-3.3,106,-2.5,2,2,10,-2,7,-47
CN(C)/C=N/c1cc(=O)n(Cc2ccccc2)c(=O)n1C,-0.1,96,-2.2,-1,3,-13,19,-4,-3
CC1C/C(=C/c2ccccn2)C(=O)/C(=C/c2ccccn2)C1 (stereo not drawn),-3.4,103,-2.3,-22,17,21,1,-1,-7
O=C(CN1CCC(n2nnc3cc(C(F)(F)F)ccc32)CC1)NCc1cccs1,-3.1,nt,-2.0,8,-5,7,18,nt,-8
CN(C)CCCOc1cccc(Cl)c1,-0.9,101,-5.6,0,0,3,40,-2,4
Cc1ccc(NC(=O)c2c(C(=O)Nc3ccccc3)sc3nc(C)cc(=O)n23)cc1,-2.1,88,-3.4,-4,-2,15,2,-8,1
Cn1c(=O)n(C)c2cc(NC(=O)c3ccc(F)cc3)c(Br)cc21,0.3,101,2.0,-3,3,5,nt,-1,-13
CC(=O)Nc1cccc(NC(=O)CSc2nccn2Cc2ccccc2)c1,-3.2,108,-1.5,0,2,16,16,5,-17
COc1ccc(NC(=O)c2sccc2OS(=O)(=O)N(C)C)cc1,-1.8,95,-2.5,-16,3,18,9,3,-5
O=C(/C=C/c1ccccc1)NCC(=O)N/N=C\c1cccnc1,-4.0,106,-2.8,-7,-1,-2,20,-1,-5
CN(C)CCN(C(=O)CN1C(=O)c2ccccc2C1=O)c1nc2cc3c(cc2s1)OCO3,-2.5,109,-1.3,-18,1,24,19,8,27
CCOc1ccc(Nc2cc(C)nc3nc(C)nn23)cc1,1.2,98,8.4*,11,4,-2,20,-4,-2
O=c1oc(-c2cccs2)nc2ccc(Br)cc12,-1.2,99,-1.3,12,4,-17,1,-1,-9
O=C1c2ccccc2NC(c2ccc(-c3ccc(Br)cc3)o2)N1O (stereo not drawn),-3.5,93,-1.2,5,3,16,6,4,-10
Cc1cc2nc(-c3cccnc3SCC(=O)NCc3ccco3)[nH]c2cc1C,-0.3,102,-2.8,9,-3,nt,nt,1,-8
COc1ccc(CCNC(=O)C2CCN(S(=O)(=O)c3cc(OC)ccc3OC)CC2)cc1,-0.3,110,-1.4,-10,-7,-7,2,12,-32
Fc1ccccc1-c1nc2ccccc2[nH]1,-3.4,97,-2.8,2,0,4,22,-7,1
Cc1nc2c(cnn2-c2ccccc2Cl)c(=O)n1-c1ccc(C(C)C)cc1,-1.2,87,-5.4,-2,1,-1,12,-6,-29
C=CCn1c(C)cc(-c2csc(N)n2)c1C,-6.6,100,-0.7,4,-15,42,-3,9,-1
CCS(=O)(=O)N1CCN(C(=O)c2ccccc2)CC1,-2.1,98,0.6,7,-14,-7,-4,-1,-1
COc1ccc(-c2cc(=O)c3cc(O)ccc3o2)cc1,-1.9,91,-1.5,3,8,1,-6,2,-10

# Ordered by the number under MEKK2wt PB1 HTS (largest number first): 5 from the list above
Molecule | MEKK2wt PB1 HTS
COc1ccc(CCNC(=O)C2CCN(S(=O)(=O)c3cc(OC)ccc3OC)CC2)cc1 | 110
Cc1cc2nc(-c3cccnc3SCC(=O)NCc3ccco3)[nH]c2cc1C | 102
C=CCn1c(C)cc(-c2csc(N)n2)c1C | 100
CCS(=O)(=O)N1CCN(C(=O)c2ccccc2)CC1 | 98
COc1ccc(-c2cc(=O)c3cc(O)ccc3o2)cc1 | 91

# Single entries from the results shown:
# `O=c1oc(-c2cccs2)nc2ccc(Br)cc12` in MEKK2wt PB1 HTS reads 99
# `COc1ccc(CCNC(=O)C2CCN(S(=O)(=O)c3cc(OC)ccc3OC)CC2)cc1` in MEKK2 mut-MEK5 reads 12

# (continued)
SMILES,IMP-1 inh,MEKK2wt PB1 HTS,VIM-2 inh,HCV NS3 hel inh,M18AAP inhibitor,UBC9 SUMO inh,NALP1 inh,MEKK2 mut-MEK5,DNA FID counter
CCOC(=O)c1ccc(CSc2nnc(C)n2N)o1,-0.5,106,-4.2,6,-1,13,1,8,4
COc1ccc(N=C(C)c2sc3ccccc3c2O)cc1,-2.5,98,-2.9,1,7,11,-9,4,-11
COc1ccc(S(=O)(=O)N(C)CC(=O)Nc2ccccc2C(F)(F)F)cc1Cl,0.9,104,0.9,15,3,8,14,6,-4
c1cc2c3c(cccc3c1)C(N1CCCCC1)=N2,4.2,104,3.1,-2,-3,37,31,11,11
Cc1cccc(C(CC(=O)O)n2cccc2)c1 (stereo not drawn),-2.2,110,-2.6,-5,-15,16,19,6,-9
O=C(Nc1cccc(-c2cnc3ccccc3n2)c1)c1ccccc1,-0.8,99,0.6,2,-3,5,5,3,-6
O=c1c2ccccc2ncn1CCOCCOc1cccc(Br)c1,-3.8,102,-2.8,0,3,4,-9,-1,-16
O=C(c1ccccc1[N+](=O)[O-])N1CC2C3C=CC(C3)C2C1 (stereo not drawn),-2.9,104,-3.0,-5,-3,-22,-5,6,1
O=C(NCc1ccco1)/C(=C\C=C\c1ccccc1)NC(=O)c1ccccc1Br,-1.6,101,-3.1,21,10,6,28,6,-25
COc1cccc(CNC(=O)CN2C(=O)COc3ccc(S(=O)(=O)N4CCCCC4)cc32)c1,-0.7,99,-4.5,-1,-4,nt,-8,0,-32
Cc1ccc(C)c(SCC(=O)OC/C(O)=C(\C#N)c2nc3ccccc3[nH]2)c1,-2.6,106,2.8,18,-7,41,-13,0,-3
CCC(=O)Nc1cccc(-c2cnc3ccccc3n2)c1,-1.9,110,-0.2,2,-6,-3,-2,2,-9
COC(=O)C1C(=O)C2=C(CC1C)Nc1ccccc1NC2c1ccc(C)s1 (stereo not drawn),-2.4,91,-6.0,10,6,8,0,-7,-20
Cc1cc([N+](=O)[O-])nn1CCCC(=O)Nc1cc(Oc2ccccc2)cc([N+](=O)[O-])c1,-2.0,94,-3.7,2,1,15,18,-2,3
CC1Cc2ccccc2N1C(=O)c1cnsn1 (stereo not drawn),-3.5,98,-0.6,17,4,0,10,2,-6
Cc1ccc(S(=O)(=O)N2CCC(C(=O)NCCCn3ccnc3)CC2)cc1,-4.1,100,-4.8,0,2,2,0,1,0
Brc1ccc(-c2noc(CCc3ccccc3)n2)cc1,-3.8,101,-1.7,3,-3,nt,nt,-5,0
CC1(C)CC(C)(O)P(=O)(c2ccccc2)O1 (stereo not drawn),-0.9,86,0.4,-3,-4,12,10,-8,-4
O=C(NNC(=O)C12CC3CC(CC(Cl)(C3)C1)C2)c1csc(N2CCOCC2)n1,-2.0,99,-1.7,5,20,-1,28,-1,-14
CC(C)C[C@H](NC(=O)NC(C)C)C(=O)O,-2.5,103,-4.2,2,-4,0,7,5,-2
COCCNC(=O)CCC1CCN(Cc2ccc(-c3ccccc3)cc2)CC1,-1.7,108,-2.0,-9,-2,80*,12,6,3
CCC1(C)Cc2c(C#N)c(N)n(N)c(=S)c2CO1 (stereo not drawn),-6.8,100,-2.7,4,26,7,-59,5,-3
O=C(NC1CC2CCCC(C1)N2C(=O)Nc1cccc(F)c1)C1CC1 (stereo not drawn),-2.3,100,-1.3,12,-3,4,15,-3,-6
Cc1cc(C)c2c(=O)cc(C(F)(F)F)oc2n1,-0.8,98,0.3,-6,-10,-7,11,4,-2
CC(C)(C)OC(=O)N1Cc2ccccc2C[C@H]1C(=O)NCC(=O)NC1CCCC1,-1.6,108,1.0,6,-7,23,9,5,-43
COCCCn1c2nc3ccccc3nc2c2c(=O)n(Cc3cccs3)cnc21,-2.4,nt,-2.5,6,-10,27,16,nt,1
C/C(=N\Nc1nc(C)c(C)s1)c1ccc([N+](=O)[O-])cc1,-4.3,85,-3.4,-4,2,-6,14,-1,3
S=C(NCc1ccncc1)Nc1cccc(Cl)c1,-1.6,106,-0.7,-10,9,2,24,5,3
O=C(NC1CCCCC1)c1ccc2snnc2c1,-1.9,106,0.0,0,9,0,5,0,-10
CCCCOc1cccc(C2/C(=C(/O)c3ccc4c(c3)CC(C)O4)C(=O)C(=O)N2CCN2CCOCC2)c1 (stereo not drawn),-0.3,97,-3.2,22,3,-1,24,-8,-67
O=C(NCc1cccs1)C1CCN(S(=O)(=O)c2cccc([N+](=O)[O-])c2)CC1,-2.3,98,-0.3,1,1,1,-1,-2,-2
C=CCNC(=O)CCCCCNS(=O)(=O)c1ccc(OC)cc1,0.1,114,-1.0,-3,1,16,8,8,1
CCN(C(=O)c1cc2c(=O)[nH]c3ccc(C)cc3c2s1)c1cccc(C)c1,-3.7,113,-2.1,-15,-3,28,33,28,-7
CC(=O)Nc1ccc(OCC(=O)N(CC(C)C)C2CCS(=O)(=O)C2)cc1 (stereo not drawn),-0.7,83,-0.6,-18,-9,8,1,-13,-3
CCc1cccc(NC(=O)c2ccc(NS(=O)(=O)c3c(C)noc3C)cc2)c1,-2.9,112,-1.2,-17,-7,6,5,0,-16
Cc1ccc(CNC(=O)c2ccc3nc4[nH]c5ccccc5c4nc3c2)cc1,-3.2,97,0.7,-4,5,28,27,-1,0
COc1ccc(NC(=O)c2cc(C)n(Cc3cccs3)c2C)cc1,-1.4,102,-3.8,-3,4,16,13,3,-17
CC(C)Oc1ccc(CC(=O)NNC(=S)Nc2ccc(Br)cc2)cc1,1.2,87,0.2,12,9,-66,5,-4,-37
Cn1ccc(NC(=O)Nc2cccc([N+](=O)[O-])c2)n1,-3.3,96,-2.4,8,-18,8,-1,-9,4
Cc1ccc(S(=O)(=O)Nc2ccc3nc(C)sc3c2)cc1,-1.7,104,-1.0,11,5,24,2,16,-7
COc1cccc(CC2(CO)CCN(S(=O)(=O)N(C)C)CC2)c1,-0.8,93,-1.5,-1,1,-2,15,-8,-5

# Source: PubChem
